MOR-DOR inv ag: inverse agonist of human OPRM1-OPRD1 heterodimerization | cell-based MOR-DOR heterodimer luminescence, inverse agonism | inhibition, % at 9.3 µM | P35372+P41143 | 0.21% of 340,000 active; in the data active = inhibition above about 22%, passing the limit was not always enough;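 also: 0% = cells with DMSO and 100% = wells without cells with DMSO; values of inactives mirror those of a sister screen read the other way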
Target sequence (P35372 whole entry, looked up): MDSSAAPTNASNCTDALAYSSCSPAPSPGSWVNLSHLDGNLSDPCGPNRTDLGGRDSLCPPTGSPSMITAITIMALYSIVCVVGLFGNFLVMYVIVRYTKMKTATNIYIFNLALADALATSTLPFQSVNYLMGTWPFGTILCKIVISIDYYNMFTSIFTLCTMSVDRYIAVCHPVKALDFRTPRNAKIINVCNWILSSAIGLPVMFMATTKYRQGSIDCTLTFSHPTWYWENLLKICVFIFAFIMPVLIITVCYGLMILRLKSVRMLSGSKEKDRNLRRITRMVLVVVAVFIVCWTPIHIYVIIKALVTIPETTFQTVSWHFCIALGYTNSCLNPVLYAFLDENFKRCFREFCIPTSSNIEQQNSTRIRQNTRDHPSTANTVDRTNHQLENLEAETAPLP
Target sequence (P41143 whole entry, looked up): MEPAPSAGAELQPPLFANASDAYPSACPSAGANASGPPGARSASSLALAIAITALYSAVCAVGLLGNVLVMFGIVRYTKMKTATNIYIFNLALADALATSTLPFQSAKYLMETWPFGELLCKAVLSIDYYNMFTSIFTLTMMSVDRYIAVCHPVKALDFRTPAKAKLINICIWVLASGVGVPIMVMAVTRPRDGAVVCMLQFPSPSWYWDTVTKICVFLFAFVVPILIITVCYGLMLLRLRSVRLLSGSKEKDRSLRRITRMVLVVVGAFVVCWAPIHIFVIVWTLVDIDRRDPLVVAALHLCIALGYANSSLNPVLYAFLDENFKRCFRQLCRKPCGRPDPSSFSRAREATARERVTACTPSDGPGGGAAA
Pemphigus Ab inh: human desmoglein-3 autoantibody binding inhibition. DSG3-coupled beads, scFv-anti-DSG3-GFP binding, flow cytometry; active compounds read low. P32926. AID 588358. 0.48% of 310,000 active. binding (percent of control), % at 10 µM;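 active = binding more than 3 SD below its plate's average and above zero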;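 also: hits lower antibody fragment binding to DSG3; some compounds called inactive have numbers as strong as hits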
HTR5A ag ctr: counter-screen for OPRM1-OPRD1 agonists: human HTR5A agonism; 0.61% of 340,000 active; activation, % at 9.3 µM; P47898; HTR5A agonist assay, luminescence, cell-based; in the data active = activation mostly above about 9.5%, no sharp cut-off; inactive = mostly below about 7.6%;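 also: 0% = cells with vehicle only and 100% = reference agonist; strong numbers were not always called active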
PfHsp90 set2: reduces growth (ATP signal) of yeast expressing P. falciparum Hsp90. S. cerevisiae expressing PfHsp90, BacTiter-Glo ATP, 48 h; yeast lacking PDR1 and PDR3 efflux regulators. inhibition, % at 9.4 µM. 0.32% of 310,000 active;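 active = every replicate shows inhibition above about 80%, whatever the replicate mean, limit read from the data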;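 also: 0% = DMSO neutral controls and 100% = 20 µM radicicol positive controls; yeast relying on Plasmodium falciparum Hsp90 in place of its own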
MOR-DOR ag: agonists of human mu-delta opioid receptor heterodimerization; 0.3% of 340,000 active; P35372+P41143; cells, OPRM1-OPRD1 heterodimerization, luminescence; AID 504326; activation, % at 9.3 µM; in the data active = activation above about 18%;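 also: 0% = vehicle-treated cells and 100% = reference agonist; values of inactives mirror those of a sister screen read the other way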
Mot1-301 SUMO: inhibitors of SUMOylation pathway: yeast Mot1-301 growth rescue. S. cerevisiae Mot1-301 growth rescue, ATP luminescence, 38.5C; percent above DMSO median, 100 means doubled. 1% of 320,000 active. growth rescue, % at 18.8 µM. AID 2716;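 active = every valid replicate shows activation above 250% relative to neutral control wells; inactive = the rest, any valid replicate at or below 250%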;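 also: OY570 slx delta 5 strain wells were the positive control but not used for scaling; some compounds called inactive have numbers as strong as hits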
HTR5A inv ag: HTR5A inverse agonism, opioid heterodimer counter-screen; HTR5A cell line, luminescence; inhibition, % at 9.3 µM; 0.083% of 340,000 active; in the data active = inhibition mostly above about 23%, no sharp cut-off; inactive = mostly below about 18%;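 also: 0% = cells with DMSO and 100% = no-cell wells with DMSO; some compounds called inactive have numbers as strong as hits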
Ecoli viability: bacterial growth inhibition, counter-screen for AddAB inhibitors | 0.27% of 330,000 active | inhibition, % at 11.9 µM | E. coli V3065 growth, OD600 absorbance, 18 h | AID 449728;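 active = inhibition above the campaign's mean inhibition across all tested compounds plus 3 SD, cut at about 9.9% in these data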;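 also: uninfected addAB+ strain grown without phage in ampicillin broth; 0% = DMSO wells and 100% = ciprofloxacin 0.95 µg/ml wells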
phage Ecoli inh: E. coli growth loss with phage present; growth absorbance; inhibition, % at 11.9 µM; 0.26% of 360,000 active; in the data active = inhibition above about 11%
PKA-R1A activ: activators of PKA-R1A complex | PKA-R1A dissociation, Cy5-IP20 fluorescence polarization; scaled: DMSO 0%, 113 µM cGMP 100% | activation, % at 11.4 µM | P00514+P68181 | 0.083% of 340,000 active | AID 504707;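 active = percent activation above the mean of all tested compounds plus 3 SD, cut at about 19% in these data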;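 also: higher means more PKAc released from R1A so a rise in polarization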
AddAB inh: less growth of phage-infected E. coli with AddAB; E. coli expressing H. pylori AddAB, absorbance growth; 0.29% of 330,000 active; inhibition, % at 11.9 µM; AID 435030; in the data active = inhibition above about 12%;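 also: 0% = vehicle wells of infected cells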
* hit, by the source's call; i = inactive; / = no result given.

SMILES | MOR-DOR inv ag | Pemphigus Ab inh | HTR5A ag ctr | PfHsp90 set2 | MOR-DOR ag | Mot1-301 SUMO | HTR5A inv ag | Ecoli viability | phage Ecoli inh | PKA-R1A activ | AddAB inh
CCn1c(/C=C/c2c[nH]c3ccccc23)nc2ccccc2c1=O | -26 | 96 | -2 | -5 | 5.7 | 43 | 4 | 1.9 | 3.3 | -2 | 3.9
N#CCCN(NC1=NS(=O)(=O)c2ccccc21)C(=O)c1ccccc1Br | 14 | 106 | 0 | -25 | -2.8 | 11 | 2 | -0.7 | / | -2 | -1.8
COc1ccc(CNC(=O)CN2C(=O)COc3ccc(S(=O)(=O)N4CCCC4)cc32)cc1 | 15 | 107 | 3 | 16 | -3.0 | 2 | 5 | -0.3 | -2.1 | -6 | 1.9
O=C(O)C1CSC(CCc2ccccc2)N1 (stereo unspecified) | 13 | 106 | 0 | 9 | -2.7 | 76 | 0 | 1.6 | 2.9 | 1 | 2.8
COc1ccc(CN2CCC(N(CCc3ccccc3)Cc3ccccc3)CC2)c(OC)c1 | i | 109 | 3 | 1 | 107* | -14 | -9 | 3.8 | -0.5 | 7 | 0.3
CC(C)CSc1ncc(-c2cccc(C(F)(F)F)c2)cn1 | -19 | 98 | 1 | 10 | 3.8 | 173 | -3 | -1.3 | 2.7 | -1 | 2.1
COc1ccc(C(=O)N2CCN(c3cccc(Cl)c3)CC2)c(OC)c1 | 8 | 105 | 1 | 10 | -2.0 | 0 | 14 | 2.3 | 0.3 | 0 | 3.4
C/C(=N\NC(=O)c1cc(-c2cccc([N+](=O)[O-])c2)n[nH]1)c1ccc(F)cc1 | / | 94 | / | -15 | / | -2 | / | -1.8 | 0.8 | / | 2.7
Cc1cccc(/C(N)=N/OC(=O)Cc2cccc3ccccc23)c1 | -9 | 84 | 1 | -3 | 1.9 | 165 | 13 | 2.0 | 7.0 | -4 | 3.4
COc1ccc(Cc2nc(C(=O)NCc3ccccc3OC)cs2)cc1 | -4 | 104 | 8 | -15 | 0.9 | -7 | 3 | -2.4 | 0.9 | -10 | 1.0
O=C(N/N=C/c1c[nH]c2ccc(Br)cc12)c1ccn(Cc2ccc(Cl)cc2Cl)n1 | -28 | 108 | 3 | 6 | 4.9 | 5 | -8 | -1.1 | 1.0 | -1 | 1.1
O=S(=O)(c1ccccc1)N1CCNc2ccccc21 | 11 | 116 | -1 | -3 | -2.0 | / | 5 | / | 1.5 | -15 | /
Cc1nn(-c2ccc(F)cc2)c2nc(N)c(C#N)c(-c3cccs3)c12 | -18 | 98 | -1 | -8 | 3.4 | -5 | -5 | -2.1 | 1.4 | -8 | 0.5
CCc1ccccc1NC(=O)N1CCc2ccccc21 | -3 | 101 | 5 | -38 | 0.5 | 3 | -5 | 4.5 | 3.1 | -4 | 0.7
COC(=O)c1ccc(-n2nnnc2SCC(=O)Nc2ccccc2OC)cc1 | 15 | 92 | 7 | 10 | -2.6 | 5 | -18 | 0.9 | 0.5 | 0 | 2.5
O=C(N/N=C/c1cccc(Oc2ccccc2)c1)c1cccc(Br)c1 | -22 | 98 | 0 | -18 | 3.9 | 12 | 8 | -2.5 | 0.6 | 0 | 0.3
COCCn1nnnc1C(c1ccc(OC)c(OC)c1)N1CCN(c2nc3ccccc3s2)CC1 (stereo unspecified) | 2 | 98 | 0 | 47 | -0.5 | 3 | 7 | -6.8 | 2.5 | -2 | 1.4
O=C(NCc1ccccn1)C(=O)NCc1ccccn1 | 10 | 105 | -3 | 2 | -2.1 | 295* | 1 | -1.6 | 3.0 | 5 | 0.6
Cc1cc(C)c(C(=O)CSc2n[nH]c(=O)n2C2CC2)cc1C | -5 | 104 | 3 | -24 | 0.8 | / | -28 | -1.4 | 1.1 | -9 | 1.3
CCC(C(=O)Nc1ccc(N2CCOCC2)c(S(=O)(=O)Nc2ccccc2OC)c1)c1ccccc1 (stereo unspecified) | -8 | 100 | 3 | / | 1.5 | 21 | -10 | 0.3 | -0.2 | 2 | -0.1
Clc1ccc(-c2nnc(-c3ccco3)nc2N2CCCCC2)cc1 | -21 | / | -4 | 5 | 4.4 | 132 | 13 | 0.2 | 2.6 | -22 | 1.0
Cc1cc(Nc2ccccc2)nn1C(=O)c1ccc(Br)cc1 | -9 | / | 4 | -15 | 1.6 | -6 | -12 | -1.3 | 2.8 | 2 | 1.1
O=C(NCCc1ccc(C(F)(F)F)cc1)C1CCC(=O)N(C2CC2)C1 (stereo unspecified) | -3 | 112 | 2 | -16 | 1.0 | -12 | 12 | 2.5 | -0.2 | -4 | 1.8
OC(c1ccc(F)cc1)(C1CCCCC1)C(CN1CCOCC1)c1ccccc1 (stereo unspecified) | -23 | 108 | 5 | 25 | 4.4 | 64 | -13 | 1.3 | -0.3 | -1 | 0.4

Reformatted as tab-separated lines: part of the list above
Structure	MOR-DOR inv ag	Pemphigus Ab inh	HTR5A ag ctr	PfHsp90 set2	MOR-DOR ag	Mot1-301 SUMO	HTR5A inv ag	Ecoli viability	phage Ecoli inh	PKA-R1A activ	AddAB inh
O=C(NCc1ccccn1)C(=O)NCc1ccccn1	10	105	-3	2	-2.1	295*	1	-1.6	3.0	5	0.6
Cc1cc(C)c(C(=O)CSc2n[nH]c(=O)n2C2CC2)cc1C	-5	104	3	-24	0.8	/	-28	-1.4	1.1	-9	1.3

More entries follow:
SMILES | MOR-DOR inv ag | Pemphigus Ab inh | HTR5A ag ctr | PfHsp90 set2 | MOR-DOR ag | Mot1-301 SUMO | HTR5A inv ag | Ecoli viability | phage Ecoli inh | PKA-R1A activ | AddAB inh
CCOC(=O)c1c(-c2ccccc2)csc1NC(=O)c1cc2ccccc2oc1=O | 12 | 81 | 1 | -18 | -2.4 | 9 | -4 | 0.3 | 4.0 | -6 | 1.8
O=C1c2ccccc2C(O)(Cc2ccccc2)N1c1ccc2c(c1)OCO2 (stereo unspecified) | 7 | 101 | 4 | 1 | -1.2 | 11 | -11 | -1.4 | 0.3 | -8 | -1.3
CCOC(=O)c1c(-c2ccc(Cl)cc2)cn2ccccc12 | -12 | / | 2 | -26 | 3.0 | 110 | -4 | -2.5 | 1.8 | -9 | 2.4
CCc1nc2ccc(C(=O)Nc3cccc(C(C)=O)c3)cc2nc1CC | -1 | 108 | -1 | / | 0.2 | -3 | -7 | 2.2 | -0.7 | 5 | 0.0
Cc1c([N+](=O)[O-])c(C(=O)N2CCCC2)nn1C | 11 | 96 | 7 | -2 | -2.0 | 6 | -14 | 0.7 | 5.4 | 5 | 0.2
CCCCn1c(N)c(N(CCOC)C(=O)C2CCN(S(=O)(=O)c3ccc(C)cc3)CC2)c(=O)[nH]c1=O | 9 | 97 | -2 | / | -1.7 | -18 | 3 | 0.6 | 3.0 | -2 | -0.3
COc1cc(OC)cc(C(=O)N2CCC(C(=O)NCCc3ccccc3)CC2)c1 | 9 | 127 | -2 | -21 | -1.8 | 5 | 6 | 0.3 | 0.8 | 2 | 3.0
CCN1CCCC1CN=Cc1c(O)n(-c2ccccc2)c(=O)c2ccccc12 (stereo unspecified) | 2 | 190 | -3 | / | -0.5 | / | 8 | -1.6 | 2.3 | 8 | 3.7
COc1cccc(S(=O)(=O)Nc2noc3ccccc23)c1 | 8 | 109 | 7 | -21 | -1.7 | 165 | -25 | 0.9 | 1.8 | 2 | -1.9
CC(C)C(=O)Nc1c(-c2cccs2)c(=O)c2ccccc2n1C | 2 | 100 | 5 | -17 | -0.5 | / | 21 | -1.6 | 3.1 | 2 | -3.1
CCOC(=O)C1CCN(C(=O)/C=C/c2ccccc2OC)CC1 | -8 | 97 | 9 | -11 | 1.4 | -10 | -12 | 0.8 | 0.0 | -1 | 0.1
Cc1noc(C)c1CS(=O)(=O)c1ccc([N+](=O)[O-])cc1 | -36 | 97 | -1 | 7 | 6.3 | -3 | 2 | -1.3 | 3.8 | -9 | 2.8
O=CN1CCN(C(=O)Cc2ccc([N+](=O)[O-])cc2)CC1 | 16 | 98 | -3 | -6 | -3.1 | 9 | 10 | 0.3 | 1.3 | -8 | 5.6
COc1ccc(OC)c(NC(=O)CCN2CCN(C/C=C/c3ccccc3)CC2)c1 | 0 | 90 | -2 | -17 | 0.0 | -6 | 6 | -1.1 | 2.7 | -14 | -0.2
CC(=O)NS(=O)(=O)c1ccc(NC(=O)c2ccccn2)cc1 | 5 | 112 | 3 | / | -1.0 | 3 | -9 | -2.8 | -3.4 | -1 | -0.3
Cc1ccccc1NS(=O)(=O)c1ccc(-c2ccc(=O)[nH]n2)o1 | 7 | 99 | 3 | 10 | -1.4 | -3 | -4 | -0.3 | 2.8 | 4 | 2.6
NC(=O)c1c(NC(=O)COC(=O)c2ccc(S(=O)(=O)Nc3ccccc3)cc2)sc2c1CCCC2 | 1 | 98 | 10 | -11 | -0.3 | 34 | 24 | -0.7 | -3.3 | -5 | 0.9
CCN(CC)c1ccc(S(=O)(=O)N2CCOCC2)cc1NC(=O)CSC(=S)N1CCCC1 | -3 | 113 | 0 | 7 | 0.6 | -2 | 11 | 1.3 | -0.5 | 3 | -0.4
COc1cc(/C=C/C(=O)O)cc2c1OCCO2 | 10 | 98 | 4 | -11 | -1.9 | -19 | -31 | 0.6 | 0.5 | -5 | -0.7
O=C(NCc1cccc(C(F)(F)F)c1)C1CC(c2ccc(C(F)(F)F)cc2)=NO1 (stereo unspecified) | -15 | 103 | 2 | -2 | 2.6 | -2 | -17 | -2.7 | 3.2 | -8 | 1.0
Cc1cc(C)n(-c2nc3ccccc3n3nnnc23)n1 | 8 | 112 | 1 | -17 | -1.9 | 8 | 16 | 1.5 | 2.2 | 7 | 3.2
O=S(=O)(Cc1nnnn1-c1ccccc1)c1ccc(F)cc1 | 6 | 108 | 0 | -3 | -1.4 | -6 | 0 | 2.3 | 3.3 | -5 | -0.9
Cc1ccc(/C=N/NC(=O)c2csc(C)c2)o1 | 1 | 118 | -2 | 5 | -0.2 | 55 | 5 | 1.9 | 0.3 | -8 | -0.5
O=C(CSc1nc2ccccc2n1CCc1ccccc1)NC1CC1 | 3 | 107 | 1 | -24 | -0.4 | 2 | -3 | -0.5 | 1.4 | 2 | -2.7
Cc1nonc1NC(=O)CSc1nnc(-c2ccoc2C)n1-c1cccc(Cl)c1 | 11 | / | 5 | 1 | -1.8 | -6 | -13 | -2.8 | 3.0 | -3 | -2.0
CC(C(=O)NC1CCCCCC1)n1cc([N+](=O)[O-])cn1 (stereo unspecified) | -3 | 118 | 6 | -6 | 0.3 | -1 | 0 | -0.4 | 2.5 | 12 | 4.1
CCc1cc2c(=O)c(-c3cnn(-c4ccccc4)c3)c(C)oc2c(CN2CCCCC2)c1O | -6 | 101 | 6 | / | 1.1 | 33 | 1 | -2.7 | 1.7 | -4 | -0.6
CCN(CC)C(=O)c1c(Cl)nc(C)c([N+](=O)[O-])c1C | 10 | 113 | 2 | -19 | -1.9 | -6 | -4 | 1.0 | 1.3 | 5 | 1.0
O=C(O)c1ccc(NC(=O)c2ccccc2Br)c(NC(=O)c2ccccc2Br)c1 | -9 | 121 | 3 | -3 | 1.9 | 2 | -10 | -0.6 | 2.3 | 9 | 2.8
CCOC(=O)N1CCN(C(=O)CSc2nnc(Cn3c(=O)sc4ccccc43)n2C)CC1 | 9 | 103 | 4 | -2 | -1.8 | -11 | -12 | 0.7 | 4.2 | 1 | 3.6
